Compound activity as filed in PubChem.
Rac1 act GTP bind – modulators of GTP binding to human Rac1 activated mutant; 190,000 tested, 0.11% active; GST-Rac1 activated beads, fluorescent GTP binding, flow cytometry; actives lie on both sides; 100% means binding = to untreated wells; AID 764; percent activity (GTP binding), % at 10 µM; P63000;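 active means GTP binding at least 20 percentage points away from the 100% baseline, in either direction, so actives lie on both sides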
Mcl1-Noxa inh – disrupts binding of human Mcl-1 to Noxa peptide | AID 1022 | Q07820 | TR-FRET Mcl-1/Noxa peptide binding, 2 h | 220,000 tested, 1.5% active | inhibition, % at 21.7 µM;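 active means compounds that cut the protein-peptide binding signal by more than 50% relative to plate controls in a single-dose test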;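 further: His-tagged Mcl-1 with rhodamine Noxa BH3 peptide and terbium anti-His antibody; 0% = Mcl-1 plus Noxa peptide wells and 100% = peptide-only wells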
Target sequence (Q07820 whole entry, looked up): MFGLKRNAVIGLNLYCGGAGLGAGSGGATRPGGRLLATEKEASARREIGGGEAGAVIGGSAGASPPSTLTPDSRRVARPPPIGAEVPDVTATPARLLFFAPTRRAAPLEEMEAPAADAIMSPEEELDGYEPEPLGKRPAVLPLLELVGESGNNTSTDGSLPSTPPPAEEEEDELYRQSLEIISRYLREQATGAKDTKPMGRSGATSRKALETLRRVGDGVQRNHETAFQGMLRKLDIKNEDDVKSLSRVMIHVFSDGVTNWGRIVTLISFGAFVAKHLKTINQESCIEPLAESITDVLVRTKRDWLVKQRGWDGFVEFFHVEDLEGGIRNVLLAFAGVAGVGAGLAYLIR
Rab2 wt GTP – changes GTP binding to wildtype dog Rab2A, up or down; GST-Rab2 wt beads, Bodipy-GTP binding, flow cytometry; AID 760; GTP binding activity, % at 10 µM; 190,000 tested, 0.19% active;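 active means GTP binding activity at least 20 points away from 100%, either lowered or raised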;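 further: 0% = beads with excess unlabeled GTP and 100% = no-compound control corrected for plate trend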
Mcl1 Bid PPI – Mcl-1/Bid interaction inhibition; Q07820; TR-FRET Mcl-1/Bid-Dy647 peptide binding, 1536-well; inhibition, % at 21.7 µM; 220,000 tested, 0.97% active; AID 1021;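 active means compounds that cut the binding signal by more than half at the single screening dose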;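 further: His-tagged Mcl-1 with europium anti-His antibody binding Bid BH3 peptide; 0% = Mcl-1 plus peptide wells and 100% = peptide-only wells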
Rac1 wt modul – modulators of human Rac1 wildtype GTP binding; P63000; GST-Rac1 beads, fluorescent GTP binding, flow cytometry; actives lie on both sides; 0 = cold GTP competed, 100 = untreated; GTP binding activity (% of control), % at 10 µM; 190,000 tested, 0.27% active;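 active means GTP binding activity at least 20 points away from the 100% control level, either lower or higher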
GSH bead fluor – compound fluoresces at 488/530 nm on GSH beads. GSH beads flow cytometry, compound fluorescence 488/530 nm; active compounds read high. fluorescence (KMESF) at 10 µM. 190,000 tested, 0.25% active; in the data active means fluorescence above about 89;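 further: glutathione beads carrying GST-tagged Bcl family fusion proteins plus one bare bead set; values are compound well signal with DMSO vehicle wells as background; inactives centre near 16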
Pf gamet viab – kills late stage P. falciparum gametocytes; P. falciparum stage V gametocytes, ATP luminescence, 24 h; inhibition, % at 10.9 µM; 150,000 tested, 0.065% active; AID 743093;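 active means inhibition above the mean plus 3 SD of compounds within the control limits, set per campaign, cut at about 38% in these data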;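 further: 0% = DMSO wells and 100% = medium only without gametocytes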
HRas wt GTP bind – human HRas wildtype GTP binding, change in either direction; 190,000 tested, 0.14% active; P01112; GTP binding activity, % at 10 µM; GST-Ras wt beads, Bodipy-FL-GTP binding, flow cytometry; actives lie on both sides;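 active means GTP binding activity at least 20% away from the 100% baseline, either lowered as inhibitor or raised as activator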;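 further: 0% = unlabeled GTP competition control and 100% = no-compound control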
Target sequence (P01112 whole entry, looked up): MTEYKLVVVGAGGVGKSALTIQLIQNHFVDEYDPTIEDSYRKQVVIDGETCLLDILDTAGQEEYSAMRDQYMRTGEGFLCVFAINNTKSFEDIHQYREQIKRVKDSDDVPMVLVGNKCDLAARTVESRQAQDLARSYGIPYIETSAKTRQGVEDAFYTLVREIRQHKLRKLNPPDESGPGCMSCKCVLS
Rab7 wt modul – modulators of GTP binding to dog Rab7 wildtype GTPase. GST-Rab7 beads, fluorescent GTP binding, flow cytometry; actives lie on both sides; untreated = 100%, excess cold GTP = 0%. GTP binding activity (percent of control), % at 10 µM. 190,000 tested, 0.055% active;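 active means fluorescent GTP binding to Rab7 beads changed by at least 20 points from the 100% baseline, either direction, mostly lower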;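 further: median green fluorescence of bound Bodipy-FL-GTP per Rab7 bead population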
Avidin bead fluor – compound fluoresces at 488/530 nm on avidin beads; compound fluorescence 488/530 nm, flow cytometry; active compounds read high; fluorescence (KMESF) at 10 µM; 220,000 tested, 0.38% active; AID 1775; in the data active means fluorescence above about 47; further: inactives centre near 10
Cdc42 wt – changes GTP binding to wildtype human Cdc42. GST-Cdc42 beads, Bodipy-GTP binding, flow cytometry; actives lie on both sides. 190,000 tested, 0.2% active. percent activity (GTP binding), % at 10 µM;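 active means percent activity GTP binding at least 20 points away from the 100% baseline, either down as inhibitor or up as activator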;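 further: median bead fluorescence of bound Bodipy-FL-GTP at 100 nM; 0% = excess unlabeled GTP control and 100% = no compound control; below 100% means less GTP binding so inhibitor and above means activator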
Target sequence (P60953 whole entry, looked up): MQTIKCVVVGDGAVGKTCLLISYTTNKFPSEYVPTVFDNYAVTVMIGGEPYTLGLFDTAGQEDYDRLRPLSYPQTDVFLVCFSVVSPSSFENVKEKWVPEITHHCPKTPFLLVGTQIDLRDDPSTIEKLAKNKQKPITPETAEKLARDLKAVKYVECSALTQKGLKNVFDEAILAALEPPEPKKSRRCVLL
* marks the source's active call; other numbers are inactive results.

COc1ccc(Nc2nc(N3CCCCC3)c3ccccc3n2)cc1 was read as Rac1 act GTP bind 97, Mcl1-Noxa inh 50, Rab2 wt GTP 97, Mcl1 Bid PPI -12, Rac1 wt modul 103, GSH bead fluor 8, Pf gamet viab -4, HRas wt GTP bind 102, Rab7 wt modul 99, Avidin bead fluor 9 and Cdc42 wt 102.
Screening CSc1cccc(NC(=O)COc2cccc3ccccc23)c1 returned Rac1 act GTP bind 99, Mcl1-Noxa inh 11, Rab2 wt GTP 102, Mcl1 Bid PPI 17, Rac1 wt modul 102, GSH bead fluor 10, HRas wt GTP bind 100, Rab7 wt modul 96, Avidin bead fluor 9 and Cdc42 wt 103.
CCCCCC(C)n1[nH]c(=O)cc1N (stereo not given) was read as Rac1 act GTP bind 98, Mcl1-Noxa inh 3, Rab2 wt GTP 97, Mcl1 Bid PPI -73, Rac1 wt modul 99, GSH bead fluor 15, HRas wt GTP bind 99, Rab7 wt modul 96, Avidin bead fluor 5 and Cdc42 wt 100.
O=C(/C=C/c1ccccc1)CC(=O)c1ccccc1O was read as Rac1 act GTP bind 93, Mcl1-Noxa inh 10, Rab2 wt GTP 97, Mcl1 Bid PPI -5, Rac1 wt modul 97, GSH bead fluor 10, Pf gamet viab -12, HRas wt GTP bind 96, Rab7 wt modul 104, Avidin bead fluor 4 and Cdc42 wt 96.
Screening COc1cc2c(cc1OC)C(C(=O)NCc1cccnc1)C(c1cccnc1)N(C)C2=O (stereo not given) returned Rac1 act GTP bind 100, Mcl1-Noxa inh 13, Rab2 wt GTP 100, Mcl1 Bid PPI -16, Rac1 wt modul 107, GSH bead fluor 26, HRas wt GTP bind 101, Rab7 wt modul 101, Avidin bead fluor 174* and Cdc42 wt 103.
CN(CC(=O)N1CCN(c2ccccc2F)CC1)S(=O)(=O)c1cnc[nH]1 was read as Rac1 act GTP bind 99, Mcl1-Noxa inh 4, Rab2 wt GTP 102, Mcl1 Bid PPI -8, Rac1 wt modul 106, GSH bead fluor 35, HRas wt GTP bind 102, Rab7 wt modul 102, Avidin bead fluor 7 and Cdc42 wt 103.
O=C(NNS(=O)(=O)c1ccccc1[N+](=O)[O-])c1ccncc1 was read as Rac1 act GTP bind 101, Mcl1-Noxa inh 6, Rab2 wt GTP 99, Mcl1 Bid PPI -9, Rac1 wt modul 104, GSH bead fluor 7, Pf gamet viab -2, HRas wt GTP bind 101, Rab7 wt modul 97, Avidin bead fluor 2 and Cdc42 wt 100.
O=C(NNc1cccc(Cl)n1)Nc1ccc(F)cc1 was read as Rac1 act GTP bind 97, Mcl1-Noxa inh -7, Rab2 wt GTP 98, Mcl1 Bid PPI -16, Rac1 wt modul 100, GSH bead fluor 15, Pf gamet viab 1, HRas wt GTP bind 99, Rab7 wt modul 105, Avidin bead fluor 9 and Cdc42 wt 103.
C[C@@H](C(=O)Nc1ccc2ccccc2c1)[C@H]1C[C@]1(C)[C@H](NP(=O)(c1ccccc1)c1ccccc1)c1ccccc1 was read as Rac1 act GTP bind 96, Mcl1-Noxa inh -5, Rab2 wt GTP 100, Mcl1 Bid PPI -1, Rac1 wt modul 103, GSH bead fluor 18, HRas wt GTP bind 100, Rab7 wt modul 96, Avidin bead fluor 10 and Cdc42 wt 100.
Screening CCOC(=O)c1cc([N+](=O)[O-])sc1NC(=O)c1ccc(S(=O)(=O)N2CC3(C)CC2CC(C)(C)C3)cc1 (stereo not given) returned Rac1 act GTP bind 100, Mcl1-Noxa inh 7, Rab2 wt GTP 102, Mcl1 Bid PPI -10, Rac1 wt modul 106, GSH bead fluor 12, Pf gamet viab 1, HRas wt GTP bind 102, Rab7 wt modul 100, Avidin bead fluor 8 and Cdc42 wt 99.
Screening COc1ccc(NC(=O)/C(C#N)=C\c2cc(C)n(-c3ccc(Oc4ccc([N+](=O)[O-])cn4)cc3)c2C)cc1 returned Rac1 act GTP bind 97, Mcl1-Noxa inh -2, Rab2 wt GTP 94, Mcl1 Bid PPI -31, Rac1 wt modul 100, GSH bead fluor 11, HRas wt GTP bind 94, Rab7 wt modul 97, Avidin bead fluor 7 and Cdc42 wt 98.
For COCCOC(=O)C1=C(C)NC2=C(C(=O)CCC2)C1c1cc2c(cc1Br)OCO2 (stereo not given) the results were Rac1 act GTP bind 99, Mcl1-Noxa inh 15, Rab2 wt GTP 100, Mcl1 Bid PPI -30, Rac1 wt modul 101, GSH bead fluor 11, HRas wt GTP bind 101, Rab7 wt modul 101, Avidin bead fluor 10 and Cdc42 wt 101.
CN(C)S(=O)(=O)c1cccc(C(=O)NCC2CCCO2)c1 (stereo not given) was read as Rac1 act GTP bind 96, Mcl1-Noxa inh 0, Rab2 wt GTP 97, Mcl1 Bid PPI -7, Rac1 wt modul 96, GSH bead fluor 20, Pf gamet viab 9, HRas wt GTP bind 98, Rab7 wt modul 98, Avidin bead fluor 8 and Cdc42 wt 97.
Screening O=C(Nc1cccnc1)c1ccccc1O returned Rac1 act GTP bind 95, Mcl1-Noxa inh 18, Rab2 wt GTP 98, Mcl1 Bid PPI -13, Rac1 wt modul 102, GSH bead fluor 25, Pf gamet viab -2, HRas wt GTP bind 97, Rab7 wt modul 100, Avidin bead fluor 26 and Cdc42 wt 99.
Screening COc1ccc(CNC(=O)C(C)N=C2NS(=O)(=O)c3ccccc32)cc1OC (stereo not given) returned Rac1 act GTP bind 97, Mcl1-Noxa inh 2, Rab2 wt GTP 100, Mcl1 Bid PPI -8, Rac1 wt modul 102, GSH bead fluor 28, Pf gamet viab -29, HRas wt GTP bind 99, Rab7 wt modul 104, Avidin bead fluor 14 and Cdc42 wt 100.

The final 2 entries of the section before lead into the next.
Screening O=C(Nc1cccnc1)c1ccccc1O returned Rac1 act GTP bind 95, Mcl1-Noxa inh 18, Rab2 wt GTP 98, Mcl1 Bid PPI -13, Rac1 wt modul 102, GSH bead fluor 25, Pf gamet viab -2, HRas wt GTP bind 97, Rab7 wt modul 100, Avidin bead fluor 26 and Cdc42 wt 99.
Screening COc1ccc(CNC(=O)C(C)N=C2NS(=O)(=O)c3ccccc32)cc1OC (stereo not given) returned Rac1 act GTP bind 97, Mcl1-Noxa inh 2, Rab2 wt GTP 100, Mcl1 Bid PPI -8, Rac1 wt modul 102, GSH bead fluor 28, Pf gamet viab -29, HRas wt GTP bind 99, Rab7 wt modul 104, Avidin bead fluor 14 and Cdc42 wt 100.
`Cc1ccc(-c2csc3nc[nH]c(=S)c23)cc1` gave Rac1 act GTP bind 98, Mcl1-Noxa inh -28, Rab2 wt GTP 101, Mcl1 Bid PPI -72, Rac1 wt modul 102, GSH bead fluor 10, Pf gamet viab 51*, HRas wt GTP bind 97, Rab7 wt modul 105, Avidin bead fluor 5 and Cdc42 wt 97.
Screening Cc1cc(NC(=O)CCSc2ccc(Cl)cc2)no1 returned Rac1 act GTP bind 96, Mcl1-Noxa inh 30, Rab2 wt GTP 96, Mcl1 Bid PPI -18, Rac1 wt modul 98, GSH bead fluor 18, Pf gamet viab -4, HRas wt GTP bind 96, Rab7 wt modul 95, Avidin bead fluor 10 and Cdc42 wt 96.
For CCCCNC(=O)Nc1ccccc1C(=O)NCc1ccco1 the results were Rac1 act GTP bind 100, Mcl1-Noxa inh 9, Rab2 wt GTP 100, Mcl1 Bid PPI -11, Rac1 wt modul 102, GSH bead fluor 48, HRas wt GTP bind 99, Rab7 wt modul 97, Avidin bead fluor 5 and Cdc42 wt 102.
Screening Cc1cccc(/C(N)=N/OC(=O)Cc2cccs2)c1 returned Rac1 act GTP bind 99, Mcl1-Noxa inh 13, Rab2 wt GTP 108, Mcl1 Bid PPI -1, Rac1 wt modul 107, GSH bead fluor 24, Pf gamet viab 0, HRas wt GTP bind 107, Rab7 wt modul 106, Avidin bead fluor 6 and Cdc42 wt 108.
`COc1ccc(S(=O)(=O)NCc2ccco2)cc1N(C)S(=O)(=O)c1ccccc1` gave Rac1 act GTP bind 96, Mcl1-Noxa inh 8, Rab2 wt GTP 101, Mcl1 Bid PPI -16, Rac1 wt modul 100, GSH bead fluor 12, HRas wt GTP bind 100, Rab7 wt modul 104, Avidin bead fluor 3 and Cdc42 wt 97.
`CC(C)c1ccccc1NC(=O)COC(=O)COc1ccccc1[N+](=O)[O-]` gave Rac1 act GTP bind 94, Mcl1-Noxa inh -3, Rab2 wt GTP 99, Mcl1 Bid PPI 2, Rac1 wt modul 100, GSH bead fluor 11, Pf gamet viab 2, HRas wt GTP bind 98, Rab7 wt modul 99, Avidin bead fluor 7 and Cdc42 wt 99.
NC(=O)c1ccccc1OCC(=O)O was read as Rac1 act GTP bind 98, Mcl1-Noxa inh 16, Rab2 wt GTP 99, Mcl1 Bid PPI 5, Rac1 wt modul 102, GSH bead fluor 18, HRas wt GTP bind 100, Rab7 wt modul 99, Avidin bead fluor 19 and Cdc42 wt 101.
O=C(NNC(=O)C1CCN(Cc2cccc(F)c2)CC1)c1cccs1 was read as Rac1 act GTP bind 96, Mcl1-Noxa inh 12, Rab2 wt GTP 97, Mcl1 Bid PPI -10, Rac1 wt modul 98, GSH bead fluor 19, HRas wt GTP bind 97, Rab7 wt modul 97, Avidin bead fluor 7 and Cdc42 wt 95.
`COc1ccc(Cl)cc1N(C(=O)Nc1cccc(Cl)c1)C1=NCC(C)S1` (stereo not given) gave Rac1 act GTP bind 100, Mcl1-Noxa inh -5, Rab2 wt GTP 101, Mcl1 Bid PPI -5, Rac1 wt modul 103, GSH bead fluor 13, Pf gamet viab 14, HRas wt GTP bind 101, Rab7 wt modul 103, Avidin bead fluor 15 and Cdc42 wt 102.
`Cc1ccc(S(=O)(=O)N(C)c2ccc(OCC(=O)Nc3nc4ccccc4s3)cc2)cc1` gave Rac1 act GTP bind 97, Mcl1-Noxa inh 36, Rab2 wt GTP 99, Mcl1 Bid PPI -1, Rac1 wt modul 102, GSH bead fluor 10, Pf gamet viab -5, HRas wt GTP bind 99, Rab7 wt modul 98, Avidin bead fluor 9 and Cdc42 wt 102.
COc1cc(C(=O)N2CCN(c3ccccc3)CC2)c([N+](=O)[O-])cc1OC was read as Rac1 act GTP bind 94, Mcl1-Noxa inh 9, Rab2 wt GTP 93, Mcl1 Bid PPI -48, Rac1 wt modul 98, GSH bead fluor 18, HRas wt GTP bind 96, Rab7 wt modul 99, Avidin bead fluor 11 and Cdc42 wt 96.

2 entries drawn at random from those above, as already listed:
`COc1ccc(S(=O)(=O)NCc2ccco2)cc1N(C)S(=O)(=O)c1ccccc1` gave Rac1 act GTP bind 96, Mcl1-Noxa inh 8, Rab2 wt GTP 101, Mcl1 Bid PPI -16, Rac1 wt modul 100, GSH bead fluor 12, HRas wt GTP bind 100, Rab7 wt modul 104, Avidin bead fluor 3 and Cdc42 wt 97.
`COc1ccc(Cl)cc1N(C(=O)Nc1cccc(Cl)c1)C1=NCC(C)S1` (stereo not given) gave Rac1 act GTP bind 100, Mcl1-Noxa inh -5, Rab2 wt GTP 101, Mcl1 Bid PPI -5, Rac1 wt modul 103, GSH bead fluor 13, Pf gamet viab 14, HRas wt GTP bind 101, Rab7 wt modul 103, Avidin bead fluor 15 and Cdc42 wt 102.
